High-throughput results as filed in PubChem BioAssay.
TNAP inh hi DEA: TNAP (human) inhibition, high acceptor; inhibition, % at 20 µM; 200,000 compounds, 0.03% hits; AID 1135; purified TNAP, CDP-star luminescence, 1 M DEA; P05186;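 active = over 50% inhibition of tissue-nonspecific alkaline phosphatase at 20 µM in the single-dose screen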;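 also: plate controls were DMSO wells for no effect and EDTA-quenched wells as full inhibition for full effect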
Target sequence (P05186 whole entry, looked up): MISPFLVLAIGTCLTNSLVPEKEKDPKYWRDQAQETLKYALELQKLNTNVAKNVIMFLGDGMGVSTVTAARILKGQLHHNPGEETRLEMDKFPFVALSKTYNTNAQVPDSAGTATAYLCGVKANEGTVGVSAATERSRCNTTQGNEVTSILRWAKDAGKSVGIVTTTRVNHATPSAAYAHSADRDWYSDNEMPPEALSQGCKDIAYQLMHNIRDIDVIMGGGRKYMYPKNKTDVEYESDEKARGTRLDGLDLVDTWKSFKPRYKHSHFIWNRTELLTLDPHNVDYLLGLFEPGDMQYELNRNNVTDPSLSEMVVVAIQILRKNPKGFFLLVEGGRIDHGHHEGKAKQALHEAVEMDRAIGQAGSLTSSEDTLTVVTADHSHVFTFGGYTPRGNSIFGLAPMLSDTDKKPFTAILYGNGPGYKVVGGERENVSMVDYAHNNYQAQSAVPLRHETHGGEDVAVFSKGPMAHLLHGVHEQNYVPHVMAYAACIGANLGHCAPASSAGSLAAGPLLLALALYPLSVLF
FLuc inhib CS: inhibits firefly luciferase, flagging false hits in luciferase inhibition screens; ATPLite firefly luciferase biochemical luminescence, 10 min; inhibition, % at 10 µM; 200,000 compounds, 1.5% hits; AID 1006;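 active = inhibition above about 50% when tested at 10 µM, limit read from the data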
Target sequence (P08659 whole entry, looked up): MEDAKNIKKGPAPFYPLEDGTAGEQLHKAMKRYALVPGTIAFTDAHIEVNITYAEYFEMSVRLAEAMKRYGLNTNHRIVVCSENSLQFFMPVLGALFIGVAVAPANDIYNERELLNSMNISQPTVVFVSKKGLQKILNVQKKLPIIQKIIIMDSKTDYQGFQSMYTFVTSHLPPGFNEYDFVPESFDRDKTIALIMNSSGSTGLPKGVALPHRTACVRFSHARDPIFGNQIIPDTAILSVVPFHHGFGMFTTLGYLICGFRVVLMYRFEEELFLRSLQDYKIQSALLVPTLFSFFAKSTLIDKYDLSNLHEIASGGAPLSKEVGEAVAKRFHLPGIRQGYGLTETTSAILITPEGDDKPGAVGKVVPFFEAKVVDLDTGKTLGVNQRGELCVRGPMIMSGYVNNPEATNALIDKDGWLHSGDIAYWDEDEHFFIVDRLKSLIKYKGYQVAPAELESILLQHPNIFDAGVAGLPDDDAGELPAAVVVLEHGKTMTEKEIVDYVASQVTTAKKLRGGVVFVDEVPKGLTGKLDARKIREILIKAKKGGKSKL
RAM network inh: yeast RAM network inhibition; S. cerevisiae dse1pr::URA3 reporter, 5-FOA growth OD615, 2 d; analog-sensitive cbk1-as2 kinase mutant strain; inhibition, % at 50 µM; 190,000 compounds, 1.8% hits;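 active = inhibition above a set limit, 3 SD over mean compound inhibition, cut at about 8.4% in these data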;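 also: 0% = DMSO-only wells with no growth and 100% = 10 µM 1-NA-PP1 full growth; inhibition rescues growth on 5-FOA so higher OD means more RAM inhibition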
TNAP inh no acc: TNAP (human) inhibition, acceptor-free conditions; purified TNAP, CDP-star luminescence, 30 min; inhibition, % at 20 µM; 200,000 compounds, 0.26% hits; AID 1012;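 active = tissue-nonspecific alkaline phosphatase inhibition above about 50% at 20 µM in the single-dose screen, limit read from the data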;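 also: 0% = DMSO negative control and 100% = EDTA positive control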
TNAP act hi DEA: TNAP (human) activation, high acceptor. P05186. purified TNAP, CDP-star luminescence, 1 M DEA, 30 min; stronger effect = higher value; 0 = EDTA background, 1 = DMSO-only activity. activation factor at 20 µM. 200,000 tested, under 10 active. AID 1136;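 active = activation factor at least 2 at 20 µM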
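Assay system: human TNAP; Input: enzyme diluted 1/800 final; Reagent: CDP-star luminogenic substrate at 100 µM final; Timing: 30 min, room temperature; Signal: luminescence; Evaluation: TNAP activation factor scaled between EDTA and DMSO control wells.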
bIAP inhibitor: blocks bovine intestinal alkaline phosphatase activity; purified bovine IAP, CDP-star luminescence, 30 min; inhibition, % at 20 µM; 190,000 tested, under 10 active;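 active = over 50% inhibition of intestinal alkaline phosphatase at 20 µM in the single-dose screen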
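Incubation: 30 min reaction at room temperature / Material: purified bovine intestinal alkaline phosphatase (IAP) enzyme / Input: enzyme at 1/65,000,000 dilution / Dosing: 20 µM single dose / Signal: CDP-star luminescence signal / Reagent: CDP-star chemiluminescent phosphatase substrate, 30 µM final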
APP transl inh: APP translation inhibition | SH-SY5Y APP 5'UTR-luciferase reporter, luminescence | inhibition, % at 2 µM | 190,000 compounds, 0.82% hits | AID 1285;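 active = inhibition above a set limit, derived from the sample mean plus 3 SD, cut at about 45% in these data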; also: values of inactives mirror those of a sister screen read the other way
bIAP activator: intestinal alkaline phosphatase (bovine) activation; activation factor at 20 µM; 200,000 compounds, 0.17% hits; AID 1016; purified bovine IAP, CDP-star luminescence, 30 min; stronger effect = higher value; fold of DMSO-control signal, blank-subtracted;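 active = activation factor of 2 or more at 20 µM, a signal rise over negative controls twice the positive control's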
Lmaj promast: inhibitors of Leishmania major promastigote growth | 200,000 compounds, 9% hits | inhibition, % at 10 µM | Leishmania major promastigotes, resazurin fluorescence viability; in the data active = inhibition above about 50%;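 also: promastigotes grown with compound for 44 hours at 28 °C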
FLuc act counter: affects firefly luciferase, flagging false hits in luciferase stimulation screens; P08659; ATPlite luciferase biochemical, luminescence, 10 min; 0 = ATP-free wells, 1 = DMSO control; activation factor at 10 µM; 200,000 tested, under 10 active;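 active = luciferase activation factor, scaled between plate controls, of at least 2 with compound at 10 µM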
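Material: luciferase plus luciferin reagent, cell-free. Medium: PBS buffer for ATP. Also added: ATP substrate, dispensed from a 10.24 µM working solution in PBS. Doses: test compounds dosed from 2 mM stocks in 100% DMSO. Incubation: 10 min post-reagent at room temperature. Technique: light output (luminescence). Read-out basis: luminescence gain marking luciferase activators.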
Numbers without * were called inactive.

COC(CNC(=O)CC1C(=O)N(Cc2ccccc2)C(C)c2nc3ccccc3n21)OC (stereo not given) was read as TNAP inh hi DEA 4, FLuc inhib CS 2, RAM network inh 1.3, TNAP inh no acc 0, TNAP act hi DEA 1, bIAP inhibitor -20, APP transl inh 3, bIAP activator 1.2, Lmaj promast -3 and FLuc act counter 1.
Screening Nc1nc(SCc2nc3scc(-c4ccccc4)c3c(=O)[nH]2)n[nH]1 returned TNAP inh hi DEA -2, FLuc inhib CS -1, RAM network inh -0.8, TNAP inh no acc -42, TNAP act hi DEA 1, bIAP inhibitor -68, APP transl inh 25, bIAP activator 1.7, Lmaj promast -4 and FLuc act counter 1.
`CC(=O)Nc1ccc(S(=O)(=O)NCCc2ccccn2)cc1` gave TNAP inh hi DEA -1, FLuc inhib CS -6, RAM network inh -0.3, TNAP inh no acc -13, TNAP act hi DEA 1, bIAP inhibitor -11, APP transl inh 1, bIAP activator 1.1, Lmaj promast -4 and FLuc act counter 1.1.
`Cc1ccccc1-c1nc(CN2CCCC(C(=O)NCc3cccnc3)C2)c(C)o1` (stereo not given) gave TNAP inh hi DEA 1, FLuc inhib CS 3, RAM network inh 3.8, TNAP inh no acc -4, TNAP act hi DEA 1, bIAP inhibitor -2, APP transl inh -2, bIAP activator 1, Lmaj promast 5 and FLuc act counter 1.
Screening CC(=O)c1c(NCCc2ccccc2)cc(C)oc1=O returned TNAP inh hi DEA -8, FLuc inhib CS 1, RAM network inh -0.1, TNAP inh no acc -12, TNAP act hi DEA 1.1, bIAP inhibitor 12, APP transl inh -8, bIAP activator 0.9, Lmaj promast -1 and FLuc act counter 1.
`CCn1ccnc1CN1CCC(CO)(CCOc2ccccc2)CC1` gave TNAP inh hi DEA -5, FLuc inhib CS -8, RAM network inh 1.5, TNAP inh no acc -5, TNAP act hi DEA 1, bIAP inhibitor -15, APP transl inh -15, bIAP activator 1.2, Lmaj promast 1 and FLuc act counter 1.1.
`CC(=O)OCC(=O)Nc1ccccc1C` gave TNAP inh hi DEA -1, FLuc inhib CS -5, RAM network inh 0.7, TNAP inh no acc -10, TNAP act hi DEA 1, bIAP inhibitor 3, APP transl inh 19, bIAP activator 1, Lmaj promast -2 and FLuc act counter 1.
Cc1ccc(C(=O)NC(C)CCc2ccccc2)cc1[N+](=O)[O-] (stereo not given) was read as TNAP inh hi DEA 2, FLuc inhib CS 0, RAM network inh 1.8, TNAP inh no acc 1, TNAP act hi DEA 1, bIAP inhibitor 2, APP transl inh 4, bIAP activator 1, Lmaj promast 1 and FLuc act counter 1.
For Cc1ccc(C(c2nnnn2CS(=O)(=O)c2ccc(C)cc2)N2CCCC2)cc1 (stereo not given) the results were TNAP inh hi DEA -8, FLuc inhib CS -6, RAM network inh 0.5, TNAP inh no acc -6, TNAP act hi DEA 1.1, bIAP inhibitor 0, APP transl inh 3, bIAP activator 1, Lmaj promast 3 and FLuc act counter 1.1.
For CC(C)(C)c1cc(C(F)(F)F)n2ncc(-c3ccccc3)c2n1 the results were TNAP inh hi DEA -2, FLuc inhib CS -3, RAM network inh 1.2, TNAP inh no acc -7, TNAP act hi DEA 1, bIAP inhibitor -27, APP transl inh 7, bIAP activator 1.3, Lmaj promast 4 and FLuc act counter 1.
`CC(C(=O)Nc1ccncc1)(c1ccccc1)c1ccccc1` gave TNAP inh hi DEA -3, FLuc inhib CS -11, RAM network inh 0.4, TNAP inh no acc 0, TNAP act hi DEA 1, bIAP inhibitor 3, APP transl inh -8, bIAP activator 1, Lmaj promast 29 and FLuc act counter 1.1.
`COc1cccc(NC(=O)CNS(=O)(=O)c2ccc3nc(C)sc3c2)c1` gave TNAP inh hi DEA -4, FLuc inhib CS -7, RAM network inh 1.2, TNAP inh no acc -11, TNAP act hi DEA 1, bIAP inhibitor 6, APP transl inh -2, bIAP activator 0.9, Lmaj promast -2 and FLuc act counter 1.1.
CCCC(c1nnnn1CC(=O)OCC)N(Cc1cc2c(C)cc(C)cc2[nH]c1=O)C1CCCC1 (stereo not given) was read as TNAP inh hi DEA -5, FLuc inhib CS -8, RAM network inh 0.7, TNAP inh no acc -3, TNAP act hi DEA 1, bIAP inhibitor 2, APP transl inh 1, bIAP activator 1, Lmaj promast 55* and FLuc act counter 1.1.
O=S(=O)(c1cccs1)N1CCC(CO)(Cc2ccc(Cl)cc2)CC1 was read as TNAP inh hi DEA -4, FLuc inhib CS -4, RAM network inh 1.6, TNAP inh no acc -2, TNAP act hi DEA 1, bIAP inhibitor 6, APP transl inh 12, bIAP activator 0.9, Lmaj promast 7 and FLuc act counter 1.
For Cc1cc(OCC(=O)Nc2cnn(CCCC(=O)O)c2)ccc1[N+](=O)[O-] the results were TNAP inh hi DEA -2, FLuc inhib CS 2, RAM network inh 2.9, TNAP inh no acc -15, TNAP act hi DEA 1, bIAP inhibitor 2, APP transl inh -4, bIAP activator 1, Lmaj promast 2 and FLuc act counter 1.
Screening COc1nsnc1N1CCOCC1 returned TNAP inh hi DEA -2, FLuc inhib CS -4, RAM network inh 0.7, TNAP inh no acc -10, TNAP act hi DEA 1, bIAP inhibitor 1, APP transl inh 34, bIAP activator 1, Lmaj promast -3 and FLuc act counter 1.
For O=C1Nc2ccccc2C(O)(C(=O)NCc2ccco2)N1c1ccc(Cl)c(Cl)c1 (stereo not given) the results were TNAP inh hi DEA -5, FLuc inhib CS -1, RAM network inh 0.1, TNAP inh no acc -7, TNAP act hi DEA 1, bIAP inhibitor -4, APP transl inh -7, bIAP activator 1, Lmaj promast -6 and FLuc act counter 1.
Screening COc1cc(C)c(S(=O)(=O)N2CCCC2)cc1C returned TNAP inh hi DEA -3, FLuc inhib CS -2, RAM network inh 0.5, TNAP inh no acc -10, TNAP act hi DEA 1, bIAP inhibitor 14, APP transl inh 20, bIAP activator 0.9, Lmaj promast 3 and FLuc act counter 1.
For CN(CCOc1ccc(-c2ccn(S(=O)(=O)c3c(Cl)cccc3Cl)n2)cc1)c1ccccn1 the results were TNAP inh hi DEA -7, FLuc inhib CS -11, RAM network inh 1.8, TNAP inh no acc 1, TNAP act hi DEA 1.1, bIAP inhibitor 4, APP transl inh -1, bIAP activator 1, Lmaj promast 24 and FLuc act counter 1.1.
`NC(=S)n1[nH]c(-c2ccc([N+](=O)[O-])cc2)c(N=Nc2cccc([N+](=O)[O-])c2)c1=O` gave TNAP inh hi DEA 19, FLuc inhib CS -2, RAM network inh 2.6, TNAP inh no acc -28, TNAP act hi DEA 0.8, bIAP inhibitor -1, APP transl inh 14, bIAP activator 1, Lmaj promast 1 and FLuc act counter 1.
Cn1c(CNC(=O)c2ccccc2F)nnc1SCC(=O)NCc1ccccc1 was read as TNAP inh hi DEA -6, FLuc inhib CS -3, RAM network inh 2.2, TNAP inh no acc -12, TNAP act hi DEA 1.1, bIAP inhibitor -2, APP transl inh 1, bIAP activator 1, Lmaj promast -4 and FLuc act counter 1.
For Cc1nnc(SCc2ccc(CSc3nnc(C)c(=O)[nH]3)cc2)[nH]c1=O the results were TNAP inh hi DEA -5, FLuc inhib CS -2, RAM network inh 3.7, TNAP inh no acc -4, TNAP act hi DEA 1.1, bIAP inhibitor -1, APP transl inh 12, bIAP activator 1, Lmaj promast 1 and FLuc act counter 1.
`Cc1nn(C)c(C)c1-c1c(C#N)c(N)nc2c1CCCCCC2` gave TNAP inh hi DEA -8, FLuc inhib CS -12, RAM network inh 1.3, TNAP inh no acc -5, TNAP act hi DEA 1.1, bIAP inhibitor 10, APP transl inh -15, bIAP activator 0.9, Lmaj promast 43 and FLuc act counter 1.1.
`O=C(Nc1nnc(CCN2CCCCC2)s1)c1ccccc1Cl` gave TNAP inh hi DEA 1, FLuc inhib CS -1, RAM network inh 0.4, TNAP inh no acc -6, TNAP act hi DEA 1, bIAP inhibitor -1, APP transl inh -10, bIAP activator 1, Lmaj promast 2 and FLuc act counter 1.
Screening O=C(COc1ccc(Br)cc1)N1CCN(c2ccc([N+](=O)[O-])c(N3CCCCC3)c2)CC1 returned TNAP inh hi DEA 10, FLuc inhib CS 1, RAM network inh 4.2, TNAP inh no acc 8, TNAP act hi DEA 0.9, bIAP inhibitor -4, APP transl inh 0, bIAP activator 1, Lmaj promast -1 and FLuc act counter 1.
CCCCNC(=O)N(C)c1nc2ccccc2s1 was read as TNAP inh hi DEA 0, FLuc inhib CS 8, RAM network inh -0.8, TNAP inh no acc -6, TNAP act hi DEA 1, bIAP inhibitor 12, APP transl inh -74, bIAP activator 0.9, Lmaj promast -9 and FLuc act counter 0.9.
`CCOC(=O)/C(C(N)=NCCCO)=C(/O)c1ccccc1` gave TNAP inh hi DEA 0, FLuc inhib CS -1, RAM network inh -0.3, TNAP inh no acc -4, TNAP act hi DEA 1, bIAP inhibitor 6, APP transl inh -6, bIAP activator 0.9, Lmaj promast -2 and FLuc act counter 1.
Screening Clc1cccc(/C=N/Nc2nnc(Cl)c3ccccc23)c1 returned TNAP inh hi DEA -3, FLuc inhib CS 3, RAM network inh 1.6, TNAP inh no acc -5, TNAP act hi DEA 1, bIAP inhibitor 8, APP transl inh -4, bIAP activator 0.9, Lmaj promast -7 and FLuc act counter 1.
`CCOC(=O)c1c(-c2ccc(C)o2)csc1NC(=O)COC(=O)c1ccc(NC(N)=O)cc1` gave TNAP inh hi DEA -1, FLuc inhib CS -2, RAM network inh 3.6, TNAP inh no acc -6, TNAP act hi DEA 1, bIAP inhibitor 13, APP transl inh 8, bIAP activator 0.9, Lmaj promast -7 and FLuc act counter 1.
For CC(C)C(=O)O/N=C(\N)c1ccccn1 the results were TNAP inh hi DEA -2, FLuc inhib CS -6, RAM network inh 0.6, TNAP inh no acc -12, TNAP act hi DEA 1, bIAP inhibitor -10, APP transl inh -13, bIAP activator 1.1, Lmaj promast 2 and FLuc act counter 1.1.
Screening Cc1ccc(CCNC(=O)C2CCN(S(=O)(=O)c3cccc4nonc34)CC2)cc1 returned TNAP inh hi DEA -8, FLuc inhib CS -7, RAM network inh 2.3, TNAP inh no acc 0, TNAP act hi DEA 1.1, bIAP inhibitor 4, APP transl inh -19, bIAP activator 1, Lmaj promast -5 and FLuc act counter 1.1.
Screening CCOC(=O)N1CCN(CC(=O)Nc2c(C(=O)OC)[nH]c3cc(C)ccc23)CC1 returned TNAP inh hi DEA -3, FLuc inhib CS -5, RAM network inh -0.7, TNAP inh no acc -6, TNAP act hi DEA 1, bIAP inhibitor 1, APP transl inh -16, bIAP activator 1, Lmaj promast 3 and FLuc act counter 1.
`COc1ccc2cc(CCNC(=O)c3ccc4c(c3)OCO4)c(=O)[nH]c2c1` gave TNAP inh hi DEA 4, FLuc inhib CS -3, RAM network inh 2.3, TNAP inh no acc -10, TNAP act hi DEA 1, bIAP inhibitor -5, APP transl inh -14, bIAP activator 1, Lmaj promast -5 and FLuc act counter 1.
